# Source: PubChem BioAssay (The Scripps Research Institute Molecular Screening Center)
# MMP13 inhibition – MMP13 inhibitors among fluorescent compounds, confirmation, biochemical, possible fluorescent artifacts, delta fluorescence (AID 734); 5,100 tested, under 10 active; MMP13 fTHP FRET cleavage, delta fluorescence 4 h; stronger effect = higher value; inhibition, %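 (each compound tested at 4 µM nominal in triplicate)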;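 active means inhibition above the mean inhibition over all tested compounds plus 3 SD, cut at about 75% in these data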;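 further: 0% = DMSO only wells and 100% = 8 µM reference MMP13 inhibitor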
# * = called active by the depositor. An excerpt; the hit share may differ from the screen's.
SMILES,MMP13 inhibition
CCOC(=O)c1cc(-c2ccc(Cl)s2)nc2c1c(C)nn2C,-8.0
CC(C)(C)OC(=O)c1c(N)n(CCCN2CCCC2=O)c2nc3ccccc3nc12,5.2
COc1cc2c(cc1OC)C1=C(C#N)COCN1CC2,6.1
CCOc1cc(CNc2ccc3[nH]c(=O)[nH]c3c2)ccc1OCC(=O)NC(C)(C)C,0.8
Nc1nc2c(s1)CCc1c-2cnn1-c1ccccc1,4.9
CCOC(=O)CCc1c(C)c2ccc(OCc3nn[nH]n3)cc2oc1=O,8.5
COc1cc2c(N3CCOCC3)cc(O)c(CC(=O)Nc3ccccc3)c2cc1OC,1.0
CCOc1nc(-c2ccccc2)ccc1-c1noc(COc2ccccc2)n1,51.0
COCc1cc(C)[nH]c(=O)c1C#N,7.9
CCn1nnc(-c2ccccc2NC(=O)c2cccc(-n3cnnn3)c2)n1,4.4
CCn1cc(C(=O)NCc2ccc3c(c2)OCO3)c(=O)c2cc(F)c(N3CCN(C)CC3)cc21,-12.4
CC1(c2ccccn2)Nc2ccccc2-c2nc3ccccc3n21 (stereo not given),0.6
O=C(OCc1nc2ccccc2s1)C1CCN(S(=O)(=O)c2cccs2)CC1,3.0
COc1ccccc1N1CCN(C(=O)CSc2nnc3n2C(C)(C)Cc2ccccc2-3)CC1,4.2
CC(C)c1ccc(-c2nc3c([nH]2)c(=O)n(C)c(=O)n3C)cc1,-6.1
CN(C)CCNc1c2c(c(C#N)c3nc4ccccc4n13)CCCC2,4.0
COc1ccc2nc(N3CCCC3)c(C#N)cc2c1,5.5
CCN1CCCC1Cn1cnc2c([nH]c3cccc(Cl)c32)c1=O (stereo not given),-4.8
Cc1ccc2c(c1)c1c(n2CC(O)Cn2c(C)nc3ccccc32)C(=O)CCC1 (stereo not given),3.5
Clc1ccc(Nc2ncnc3c2cnn3-c2ccccc2)cc1,6.0
Cc1cccc(S(=O)(=O)C(C#N)c2nc3ccccc3nc2N2CC(C)OC(C)C2)c1 (stereo not given),9.5
CCCCCn1c(N)c(C#N)c2nc3ccccc3nc21,-42.6
CC(C(=O)NCc1ccc2c(c1)OCO2)N1c2cccc3cccc(c23)S1(=O)=O (stereo not given),3.6
N#Cc1nc(-c2ccc(Cl)cc2)oc1N1CCCCC1,-31.0
CCN(CC)CCNc1nc(-c2ccco2)c2c(c1C#N)CC(C)(C)OC2,-8.7

# Reformatted: results already given
COc1cc2c(N3CCOCC3)cc(O)c(CC(=O)Nc3ccccc3)c2cc1OC
  MMP13 inhibition: 1.0
CCOC(=O)c1cc(-c2ccc(Cl)s2)nc2c1c(C)nn2C
  MMP13 inhibition: -8.0
CC(C)c1ccc(-c2nc3c([nH]2)c(=O)n(C)c(=O)n3C)cc1
  MMP13 inhibition: -6.1

# (list continues)
SMILES,MMP13 inhibition
O=c1nc(-c2ccccc2)c2cc(Cl)ccc2[nH]1,5.4
COc1ccccc1Oc1c(C)oc2c(CN3CCN(C)CC3)c(O)ccc2c1=O,8.8
COc1ccc(-c2nnc(Nc3nc4c(OC)cccc4s3)o2)cc1,8.0
Cc1ccc(-c2nn3c(C)nnc3s2)cc1NC(=O)c1ccc(OC(C)C)cc1,2.3
CCOc1ccc(S(=O)(=O)Nc2ccccc2C(=O)NCc2ccco2)cc1,8.7
COc1cc2c(cc1OC)-c1cc(NC3CCCCCCC3)nc(=O)n1CC2,4.9
Cc1nc2sc(C#N)c(N)c2c2c1CCCC2,7.0
Cc1nc2c(-c3ccccc3)c(C)nn2c(C)c1CCC(=O)N1CCOCC1,8.0
Cc1c(C(=O)NC(C)C)oc2c1-c1[nH]ncc1CC2,4.6
O=C(Cc1ccc(Cl)cc1)Nc1cccc(-c2nnc(-c3ccco3)o2)c1,2.1
Cc1ccccc1-c1coc2cc(O)ccc2c1=O,10.8
CC(=O)Nc1ccc(S(=O)(=O)N(C)S(=O)(=O)c2ccc(F)cc2)cc1,2.7
CCOC(=O)C1CCN(C(=O)c2cnn3c(C)cc(C)nc23)CC1,2.0
CCOC(=O)N1CCC(NC(=O)c2cc3cc4cc(OC)ccc4nc3o2)CC1,-7.3
CCCCCn1c(=O)[nH]c2cc(C(=O)NCCCN3CCCCC3)ccc2c1=O,5.6
CCOC(=O)c1ccn(-c2nc(-c3ccco3)cc(C(F)(F)F)n2)n1,6.4
CNC(=O)c1cc2c(=O)n3cc(C)ccc3nc2n(C(C)C)c1=N,-67.9
O=c1c(-c2ccccc2)coc2c(CN3CCOCC3)c(O)ccc12,2.9
CN(C)/C=N/c1c(C#N)cnn1-c1ncnc2sc(-c3ccccc3)cc12,4.9
COc1cc2c(C#N)c(N3CCc4ccccc4C3)nc(N)c2c(N)n1,-7.8
O=c1[nH]c2cc3c(cc2cc1CN(Cc1nnnn1CC1CCCO1)C1CCCCC1)OCO3 (stereo not given),0.8
CCN(CC)CCCN(Cc1cc2cc3c(cc2[nH]c1=O)OCO3)C(=O)Nc1ccccc1OC,9.7
Cc1ccc2nc(N3CCN(C)CC3)c(C#N)cc2c1,-3.5
O=C(O)c1cc2c(s1)-c1ccccc1OC2,9.5
O=C(CSc1nc2ccccc2s1)NC(=O)NCc1ccco1,1.1

# 6 entries from above, reformatted:
Structure	MMP13 inhibition
COc1cc2c(C#N)c(N3CCc4ccccc4C3)nc(N)c2c(N)n1	-7.8
O=C(OCc1nc2ccccc2s1)C1CCN(S(=O)(=O)c2cccs2)CC1	3.0
COc1cc2c(cc1OC)C1=C(C#N)COCN1CC2	6.1
CCN(CC)CCCN(Cc1cc2cc3c(cc2[nH]c1=O)OCO3)C(=O)Nc1ccccc1OC	9.7
COc1ccccc1Oc1c(C)oc2c(CN3CCN(C)CC3)c(O)ccc2c1=O	8.8
CCOc1ccc(S(=O)(=O)Nc2ccccc2C(=O)NCc2ccco2)cc1	8.7

# (list continues)
SMILES,MMP13 inhibition
Cc1ccc2c(c1)c1ncnc(N3CCOCC3)c1n2C,-6.8
CCOC(=O)CSc1nnnn1-c1cc(OC)ccc1OC,1.5
Cc1cccn2cc(-c3ccc(F)cc3)nc12,-1.9
N#C/C(=C(/O)COC(=O)CCc1ccc(S(=O)(=O)N2CCOCC2)cc1)c1nc2ccccc2[nH]1,7.9
Fc1ccc(-c2ccc(-c3nn4c(-c5ccco5)nnc4s3)o2)cc1,3.5
C=CCn1c(-c2cccs2)nc2ccccc21,0.2
CCOc1ccc2c(C)c(C(=O)O)oc2c1OCC,15.5
Fc1ccc2nc(Nc3nc4c(s3)CCCC4)sc2c1,5.8
CCn1c2ccccc2c2cc(/C=N/n3cnnc3)ccc21,10.0
CCOC(=O)c1c(Nc2nc(C)c(C(=O)NC)s2)sc(C)c1C,2.5
Cc1nc(NC(=O)CSc2nnnn2Cc2ccccc2)sc1C,3.5
Cc1ccc2cccc(SCC(=O)NCc3ccco3)c2n1,6.9
COc1cccc(C(=O)N(Cc2cc3cc(C)ccc3[nH]c2=O)C(C)C)c1,2.1
COc1cccc(-c2nc3cc(C)ccc3o2)c1,2.7
COCC(=O)Nc1nc2n(n1)C(c1ccc(OC)cc1)CC(c1ccc(OC)cc1)N2 (stereo not given),1.6
COc1ccc(CCn2c(N)c(C(=O)NCc3ccco3)c3nc4ccccc4nc32)cc1OC,-1.2
Cc1c(CCC(=O)O)c(=O)oc2cc(O)ccc12,24.6
O=C(CC1Nc2ccccc2NC1=O)NC1CCCCC1 (stereo not given),4.1
Cc1ccc2cc3cc(C(=O)NCCCN4CCCCCC4)oc3nc2c1,-26.9
Cc1cccn2cc(CNC(=O)CC3CCCC3)nc12,5.1
Cn1c(C(=O)NCC2CCCO2)cc2c(=O)n(C)c3ccccc3c21 (stereo not given),4.1
COc1ccc(CCN2CC(O)=C(c3nc4ccccc4c(=O)[nH]3)C2=N)cc1OC,4.0
COc1ccccc1NC(=O)Cn1cnc2c(cnn2-c2ccc(C)c(C)c2)c1=O,7.2
O=C(CSc1ncccc1-c1nc2ccccc2[nH]1)NCc1ccco1,6.0
CCCc1cc(=O)oc2cc(C)cc(OCC(=O)O)c12,-2.8

# (continued)
SMILES,MMP13 inhibition
Clc1cccc(-c2nc3nc4ccccc4nc3n2Cc2ccco2)c1,7.6
CCOC(=O)CCc1c(C)c2ccc(OC(C)C(=O)OCC)c(C)c2oc1=O (stereo not given),-3.2
O=C(NC1=NCCS1)C1CC(=O)N(c2ccccc2)C1 (stereo not given),2.5
Cc1c2c(nc3c(C(=O)NC4CCCCC4C)cnn13)CCCC2 (stereo not given),-1.3
CCOc1ccccc1Oc1c(C)oc2c(CN3CCN(C)CC3)c(O)ccc2c1=O,25.3
COC(=O)c1[nH]c2cccc(OC)c2c1NC(=O)CN1CCC(C(N)=O)(N2CCCCC2)CC1,5.7
O=C(O)CCC(=O)Nc1ccc(-c2nnc(-c3ccco3)o2)cc1,-9.6
O=C(Cn1ncc2c1-c1ccccc1OC2)N1CCN(c2ccccn2)CC1,1.7
O=C(NCCN1CCN(c2ccccc2F)CC1)C1CCCN(S(=O)(=O)c2cnc[nH]2)C1 (stereo not given),0.4
CCOC(=O)c1[nH]c2ccccc2c1NC(=O)CC(C)(C)C,-2.5
O=C(Nc1ccccc1)c1cc(N2CCOCC2)nc2ccccc12,6.7
COc1ccc(-c2cc(C(N)=O)nc(N3CCCCCC3)n2)cc1,6.6
Cc1ccc(S(=O)(=O)c2c(N)n(NC(=O)C3CC3)c3nc4ccccc4nc23)cc1,-22.7
Cc1c(C(=O)OCC(=O)N(CCC#N)c2ccccc2)oc2c1ccc1ccccc12,1.1
O=C1CCCN1CCCNc1ncnc2c1cnn2-c1ccc(Cl)cc1,3.2
CCCCCn1c(=O)[nH]c2cc(C(=O)NCCN(CC)CC)ccc2c1=O,3.9
Cn1c(CO)nc2cc(N)ccc21,4.2
CCCS(=O)(=O)N1CCc2cc(OC)c(OC)cc2C1,4.5
CN(C)CCCNc1oc(-c2ccccc2)nc1C#N,6.3
CCCOc1ccc(-c2nnc(-c3ccco3)o2)cc1,-17.9
CCCc1nc2oc3c(NCCOCCO)ncnc3c2c2c1COC(C)(C)C2,-0.1
Cc1ccc(-c2[nH]n3c(=O)c4c(nc3c2C)CCCC4)cc1,3.6
CN1CCc2c(sc3c2C(=O)NC(c2cn(Cc4ccccc4)c4ccccc24)N3)C1 (stereo not given),10.5
CC(=O)N1CC=C2C(C#N)=C(N)C(C#N)(C#N)[C@H](c3ccoc3)[C@H]2C1,-0.5
O=C(CCS(=O)CCC(=O)NCc1ccccc1)NCc1ccccc1,2.2

# The results go on.
SMILES,MMP13 inhibition
N#Cc1nc(-c2ccc(F)cc2)oc1N1CCCC1,-25.5
CC(=O)Nc1ccc(-c2nc3c(C)cccc3[nH]2)cc1,3.7
N#Cc1ccccc1OCC(=O)Nc1c(C(=O)C2CC2)oc2ccccc12,7.0
CCCN1CCN(C(c2cc3cc4c(cc3[nH]c2=O)OCO4)c2nnnn2C(C)(C)C)CC1 (stereo not given),3.3
Cc1nnsc1-c1nc2ccccc2[nH]1,-1.2
O=S(=O)(c1cccc(-c2cn3cc(Cl)ccc3n2)c1)N1CCOCC1,4.4
CCCc1cc(-c2n[nH]c(C)c2-c2ccc(C(=O)OCC)o2)c(O)cc1O,5.8
COC(=O)C(C)N(C#N)c1nc(C)nc(C)n1 (stereo not given),7.5
Cn1c(Cn2c(=O)sc3ccccc32)nnc1SCC(=O)NCc1ccc2c(c1)OCO2,2.4
CC(C)(C)NC(=O)CN(C(=O)C1(C)CC(=O)N=C2C=CC=CN21)C1CCCC1 (stereo not given),-2.8
CCN1CCN(C(=O)CSCc2nc(-c3ccc(OC)c(OC)c3)oc2C)CC1,-0.1
Cc1cc(C)nc(N2CCCC(C(=O)NC(C)CCc3ccco3)C2)n1 (stereo not given),1.7
CC(=O)OC1(C(F)(F)F)Oc2ccccc2NC1=O (stereo not given),-3.4
Nc1nc2ccc(S(=O)(=O)c3ccc4nc(N)sc4c3)cc2s1,4.7
c1nc2sc3c(c2c2nnnn12)CCCC3,2.5
COc1ccc(N2CCN(CCCNC(=O)CN3CCN(Cc4ccccc4C)C3=O)CC2)cc1,-0.8
CCN(C(=O)Cc1cccs1)c1nnc(-c2cc(OC)c(OC)c(OC)c2)s1,8.1
Cc1ccc(C2CC(c3ccccc3)n3ncnc3N2)cc1 (stereo not given),1.2
Cc1ccc2cc(CN(CCO)Cc3nnnn3Cc3ccc(F)cc3)c(=O)[nH]c2c1,1.4
N#C/C(=C\C1CC=CCC1)c1nc2ccccc2[nH]1 (stereo not given),14.2
CCc1c(C)nc2cc(-c3ccc(OC)cc3)[nH]n2c1=O,0.2
O=C(c1cc(S(=O)(=O)N2CCCCC2)ccc1F)N1CCCCC1,3.4
COc1ccccc1CC(=O)Nc1ccc(O)cc1C(=O)O,1.9
CC1C2C(c3ccccc3)N(C)C(=O)N(C)C2N(C)C(=O)N1C (stereo not given),6.5
Cc1ccsc1C1NC(=O)c2c(sc3c2CCN(C)C3)N1 (stereo not given),1.3

# Continued:
SMILES,MMP13 inhibition
CCOc1ccc(-c2nc(C#N)c(N3CCN(CC)CC3)o2)cc1,-0.8
CCOC(=O)CC(=O)CSc1ccc2nnc(-c3ccccc3)n2n1,5.2
COc1ccc2cc3cc(C(=O)NCCCN4CCOCC4)oc3nc2c1,-147.1
CSc1nnc2c3c4c(sc3nc(-n3nc(C)cc3C)n12)COC(C)(C)C4,6.3
CCOC(=O)c1sc(Nc2nc3c(OC)cccc3s2)nc1C,-27.8
CC(C)Cn1c(N)c(C(=O)NCc2cccs2)c2nc3ccccc3nc21,0.0
Cc1cc(N2CCCC2)nc(-c2ccccc2O)n1,2.0
COc1ccc(CCNc2oc(-c3ccco3)nc2C#N)cc1,8.9
COC(=O)c1oc2nc(C)cc(C)c2c1N,1.4
CCOc1ccc(-c2nc(C#N)c(NC3CC3)o2)cc1,-1.4
c1ccc2c(N3CCCCC3)nc(N3CCCC3)nc2c1,-1.5
COCCCNC(=O)C1CCN(c2nc(C)cc(C)n2)CC1,5.7
Cc1cc(C)nc(N2CCCC(C(=O)Nc3ccc4c(c3)OCCO4)C2)n1 (stereo not given),3.2
C=CCNc1nc(N2CCCCC2)c(C#N)c2c1CN(Cc1ccccc1)CC2,5.2
CCC(C)(C)NC(=O)C(c1ccc(F)cc1)N(Cc1ccco1)C(=O)c1snc(C(N)=O)c1N (stereo not given),4.5
Clc1ccc2[nH]c3c(NCCCN4CCOCC4)ncnc3c2c1,-3.5
